N370S GC – inhibitors or activators of N370S glucocerebrosidase for Gaucher disease. AID 2101. hit rate 0.092% among 330,000. Potency, µM (doses to about 59.4 µM), without a hit: top-dose activity change, negative = inhibition, hits mostly inhibitors. P04062. N370S GC spleen homogenate, 4MU-glucoside fluorescence;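 further: 0% = full enzyme activity and -100% = no enzyme basal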
TDP1 cell noCPT – qHTS for Inhibitors of human tyrosyl-DNA phosphodiesterase 1 (TDP1): qHTS in cells in absence of CPT; DT40 Tdp1-/- hTDP1 cells, no CPT, ATP luminescence, 48 h; Potency, µM (top dose mostly 46.2 µM), for inactives: at the top dose activity change, negative = growth inhibition, usual class: inhibitors; hit rate 15% among 420,000; AID 686978, 2013; further: nearly all actives have a fitted effect of over 55% in size
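Seeded 400 DT40-hTDP1 cells/well (vehicle DMSO, no 20 nM CPT); pinned compounds; ≥48 hr at 37 °C; CellTiter-Glo luminescence as viability measure.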
TDP1 inh – blocks human tyrosyl-DNA phosphodiesterase 1; recombinant TDP1, AlphaScreen DNA substrate cleavage; Potency, µM (titrated, usually from 130 µM), for inactives: top-dose activity change, negative = inhibition, usual class: inhibitors; hit rate 0.28% among 350,000; AID 485290; further: nearly all actives have a fitted effect of over 40% in size
Target sequence (Q9NUW8 whole entry, looked up): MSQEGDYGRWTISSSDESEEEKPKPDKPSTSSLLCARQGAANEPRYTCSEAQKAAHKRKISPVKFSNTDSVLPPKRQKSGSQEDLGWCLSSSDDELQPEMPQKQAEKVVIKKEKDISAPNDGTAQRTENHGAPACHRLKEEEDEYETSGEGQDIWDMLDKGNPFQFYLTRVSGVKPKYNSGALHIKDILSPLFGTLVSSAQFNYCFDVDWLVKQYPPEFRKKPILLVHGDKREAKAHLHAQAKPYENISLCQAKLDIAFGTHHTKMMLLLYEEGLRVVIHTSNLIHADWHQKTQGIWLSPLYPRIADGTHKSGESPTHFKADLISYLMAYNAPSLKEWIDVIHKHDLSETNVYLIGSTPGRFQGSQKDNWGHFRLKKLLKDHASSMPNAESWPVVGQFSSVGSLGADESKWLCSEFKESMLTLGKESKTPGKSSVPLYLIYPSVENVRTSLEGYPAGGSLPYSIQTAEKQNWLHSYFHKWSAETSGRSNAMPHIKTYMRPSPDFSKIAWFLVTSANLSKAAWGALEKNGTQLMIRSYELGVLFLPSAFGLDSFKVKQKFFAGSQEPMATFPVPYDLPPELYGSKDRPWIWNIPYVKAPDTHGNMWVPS
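Steps: enzyme plus compound, 15 min RT; add biotin/phosphotyrosine-FITC oligonucleotide (15 nM final), react 5 min; add donor/acceptor beads (10 ug/ml final), 10 min; read AlphaScreen. Tdp1 at 1 nM final.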
The depositor's hits bear a star; ? = inconclusive; nt = not tested or not shown; & = joins results of further samples; [ ] = dose if it differs, or a comment. The call rests on the fitted dose curve; in most records, active means well fitted curve in the direction sought with a large enough effect; inconclusive means small, poorly fitted or top-dose-only effect, or another doubt; inactive means no such curve, though single readings can be large; an effect the other way counts as inactive or inconclusive. Unless noted, on the % scale 0 is the no-effect control and ±100 the full control effect; potency means the concentration at half of the fitted maximal effect. Not all compounds are listed (hit frequency here may not be typical).

SMILES	N370S GC	TDP1 cell noCPT	TDP1 inh
O=S(=O)(Nc1cc(Sc2cccc3cccnc23)c(O)c2ccccc12)c1ccc(F)cc1	0%	0.92µM*	8%
O=C(NCCCCc1ccccc1)C12CN(Cc3ccccc3)CC1C(c1cccc([N+](=O)[O-])c1)=NO2 (stereo not given)	-7%	-20%	7%
COc1cc(OC)cc(C(=O)NC(=S)Nc2cccnc2)c1	4%	?	2%
CCc1ccc(NC(=O)CSC2=Nc3ccccc3C3=NC(CCC(=O)NCc4ccco4)C(=O)N23)cc1 (stereo not given)	nt	?	4%
O=C(COC(=O)c1ccc(S(=O)(=O)N2CCCC2)cc1)NCc1ccccc1	-3%	-14%	2%
C[C@H](NC(=O)Cc1cccc2ccccc12)C(=O)N1CCCN(C)CC1	-2%	-12%	-3%
CCOC(=O)C1CCCN(S(=O)(=O)CCNC(=O)c2cccc(OC)c2)C1 (stereo not given)	-17%	-46%	nt
CC(C)SCCCOc1ccc(C(C)(C)C)cc1	0%	?	0%
C=CCN(CC=C)CCOc1ccccc1	0%	2%	3%
Clc1cccc(Cl)c1/C=C/c1nc2ccccc2[nH]1	?	16µM*	5%
COc1ccc(-c2cn(Cc3ccc(C)cc3)nn2)cc1	-17%	-13%&-30%	nt
CCCCCCn1c(SCC(=O)c2c(N)n(C)c(=O)n(C)c2=O)nc2ccccc21	4%	?	2%
COc1ccccc1CCC(=O)N1CCN(S(=O)(=O)c2cccc(F)c2)CC1	2%	-10%	0%
NC(=O)COC(=O)[C@H](Cc1ccccc1)NS(=O)(=O)c1ccc2c(c1)OCCO2	1%	?	0%
Cc1cc(CSc2ccccc2C(=O)O)on1	3%	-1%	8%
O=C(Nc1cccc2ncccc12)c1ccccc1[N+](=O)[O-]	5%	-17%	3%
CCCCCCCCCCCC(CC1OC(=O)C1CCCCCC)OC(=O)C(CC(C)C)NC=O (stereo not given)	-19%	nt	18%
CCS(=O)(=O)CCSc1nc(C)cc(C)c1C#N	5%	-10%	9%
CCNC(=O)Oc1ccc(-c2csnn2)cc1	-7%	?	-3%
O=c1[nH]c2c(c3c1CCCC3)CCCC2	16%	-15%	0%
O=C(NCCCN1CCOCC1)c1ccc2c(c1)N(Cc1ccccc1F)C(=O)c1ccccc1S2=O (stereo not given)	-22%	-9%	8%
CCCCCC(=O)c1cc(CC(C(=O)OC)C(=O)OC)cc2cc(OC)c(OC)cc12	-1%[12.8 µM]	nt	10%[21 µM]
COc1cc(C(=O)NNC(=O)c2cc(S(=O)(=O)N(C)C)ccc2N2CCCC2)cc(OC)c1OC	nt	19%	0%
CCOC(=O)/C=C/CN(C(=O)OC(C)(C)C)S(=O)(=O)N1CC=CC1	3%&-2%	1%	4%
Cc1cccc(C)c1N1CC(=O)N(c2c(C)cccc2C)CC1=O	?	22%	6%
CCCOC(=S)NC(=O)c1sc2ccccc2c1Cl	16%	-19%	6%
O=C(c1csnn1)N1CCC[C@@]2(CCN(C(c3ccccc3)c3ccccc3)C2)C1	-2%	18µM*	nt
COc1ccc(CCNC(=O)Nc2ccc([N+](=O)[O-])cc2)cc1OC	5%	?	3%
COCCN(C(=O)COC(=O)c1sccc1C)c1c(N)n(Cc2ccccc2)c(=O)[nH]c1=O	-3%	4%	3%
Cc1cc(C)nc(Nc2n[nH]c(-c3cccc4ccccc34)n2)n1	11%	?	-10%
Cc1cccc(-n2nc(C)cc2N)c1	1%	-8%	1%
O=C(CN1C(=O)c2ccccc2S1(=O)=O)NCc1cccs1	1%	14%	4%
Cc1cc(-c2ccccc2)nc2cc(C(=O)Nc3ccc(Cl)c(Cl)c3)nn12	nt	?	-4%[12.3 µM]
CCCNC(=O)CS(=O)(=O)Cc1nc(-c2ccccc2C)oc1C	0%	5%	1%
COc1cc(/C=N/NC(=O)c2cccnc2)ccc1OS(=O)(=O)c1cc(C)ccc1C	-10%	23µM*	5%
COc1cc(NC(=O)COc2cccc3c2OC(C)(C)C3)cc(OC)c1OC	nt	8.2µM*	1%

14 entries out of the list, ordered by heavy-atom count, largest number first:
SMILES	N370S GC	TDP1 cell noCPT	TDP1 inh
O=C(NCCCN1CCOCC1)c1ccc2c(c1)N(Cc1ccccc1F)C(=O)c1ccccc1S2=O (stereo not given)	-22%	-9%	8%
COc1cc(C(=O)NNC(=O)c2cc(S(=O)(=O)N(C)C)ccc2N2CCCC2)cc(OC)c1OC	nt	19%	0%
COCCN(C(=O)COC(=O)c1sccc1C)c1c(N)n(Cc2ccccc2)c(=O)[nH]c1=O	-3%	4%	3%
CCCCCC(=O)c1cc(CC(C(=O)OC)C(=O)OC)cc2cc(OC)c(OC)cc12	-1%[12.8 µM]	nt	10%[21 µM]
O=C(c1csnn1)N1CCC[C@@]2(CCN(C(c3ccccc3)c3ccccc3)C2)C1	-2%	18µM*	nt
COc1cc(NC(=O)COc2cccc3c2OC(C)(C)C3)cc(OC)c1OC	nt	8.2µM*	1%
Cc1cc(-c2ccccc2)nc2cc(C(=O)Nc3ccc(Cl)c(Cl)c3)nn12	nt	?	-4%[12.3 µM]
COc1ccc(CCNC(=O)Nc2ccc([N+](=O)[O-])cc2)cc1OC	5%	?	3%
Cc1cccc(C)c1N1CC(=O)N(c2c(C)cccc2C)CC1=O	?	22%	6%
O=C(CN1C(=O)c2ccccc2S1(=O)=O)NCc1cccs1	1%	14%	4%
CCCOC(=S)NC(=O)c1sc2ccccc2c1Cl	16%	-19%	6%
CCNC(=O)Oc1ccc(-c2csnn2)cc1	-7%	?	-3%
O=c1[nH]c2c(c3c1CCCC3)CCCC2	16%	-15%	0%
Cc1cccc(-n2nc(C)cc2N)c1	1%	-8%	1%

Additional entries:
SMILES	N370S GC	TDP1 cell noCPT	TDP1 inh
Cc1ccc(C)c(NC(=O)CSc2nnc3n2CCCCC3)c1	-5%	-4%	3%
CC1Cc2cc(S(=O)(=O)NCCC(=O)NCc3ccc(F)cc3)ccc2N1C(=O)C1CC1 (stereo not given)	-8%	?	2%
CCOc1ccc(OCC)c(S(=O)(=O)NCc2ccccc2)c1	0%	-18%	nt
Cc1ccc(S(=O)(=O)Nc2nc(C)cc(N/N=C/c3ccc(O)cc3)n2)cc1	22%	?	1%
CC(C)(C)N(Cc1ccccc1)C(=O)CN1C(=O)c2ccccc2S1(=O)=O	nt	21µM*	-3%
CCc1ccc(NC(=O)Cn2ncc3c(C)n(Cc4cccc(Cl)c4)c(C)c3c2=O)cc1	nt	?	0%
CC(C)N1CC(C(=O)Nc2ccc(Cl)c(Cl)c2)CC1=O (stereo not given)	1%	-4%	nt
COc1cc(C2C(C(=O)c3ccc(C)o3)=C(O)C(=O)N2Cc2ccccc2)ccc1O (stereo not given)	-6%	?	nt
CC(C)[C@H](NC(=O)C1CCN(S(=O)(=O)c2ccc(F)cc2)CC1)C(=O)N1CCCCCC1	-1%	-17%	1%
CC(=O)N(Cc1cccs1)Cc1cc2ccc(C)c(C)c2nc1Cl	20%	21µM*	5%
COC(=O)c1cnn2c(C)c(Cc3c(C)cc(C)cc3C)c(C)nc12	nt	-20%	5%
O=C(C[N+]1(CC#Cc2ccccc2)CCCCC1)c1ccccc1	10%	21µM*	0%
Cc1cc(C(=O)CN(Cc2ccc(F)cc2)S(=O)(=O)c2ccc3c(c2)OCCO3)c(C)n1C	3%	?	0%
COc1ccc(NC(=O)C2CCN(C(=O)NCc3ccccc3)CC2)cc1	1%	-3%	-1%
O=c1cc(O)c2sc3nc4c(c(C(F)(F)F)c3c2[nH]1)CCCCC4	-7%	?	nt
CCc1ccc(NC(=O)C(C)OC(=O)Cc2cc(OC)c(OC)c(OC)c2)cc1 (stereo not given)	nt	?	0%
CCOC(=O)N1CCN(C(=O)c2cc(S(=O)(=O)N3CCCC3)cn2C)CC1	5%	6%	-9%
Cc1ccc2c(c1)C1CN(C)CCC1N2C(=O)c1ccccc1NS(=O)(=O)c1ccc(F)cc1 (stereo not given)	-6%	-24%	1%
CC(C)CN(CC(C)C)C(=O)C12CCC(C)(C(=O)C1)C2(C)C (stereo not given)	3%	-1%	1%
CC(C)(C)C(=O)NC1CCN(S(=O)(=O)c2ccccc2F)CC1	-3%	-1%	0%
COc1cc(C(C(=O)NC2CCCC2)N(C(=O)c2ccco2)c2ccccc2C(C)=O)cc(OC)c1OC (stereo not given)	-6%	-27%	0%
CCc1ccccc1NC(=O)C1NC(=O)CC1c1ccccc1 (stereo not given)	3%	-17%	4%
CCOc1ccc(C(O)c2nccn2Cc2ccccc2)cc1 (stereo not given)	-21%	-25%	2%
CN1CCN(c2oc(-c3ccco3)nc2S(=O)(=O)c2ccccc2)CC1	2%	-3%	6%
CC1Cc2ccccc2N1CC(=O)Nc1ccc(Cl)c(S(=O)(=O)N(C)C)c1 (stereo not given)	6%	-1%	7%
N#Cc1c(C(F)(F)F)cc(-c2cccs2)nc1SCC(=O)Nc1cccc(Br)c1	nt	-37%	-3%
CN(C)c1ccnc(N(Cc2ccccc2)Cc2ccccc2)c1C#N	15%	?	-4%
Cc1ccc(C(=O)NCCN2CCNC2=O)cc1	8%	-5%	3%
COC(=O)C1=CN(Cc2ccc(OC)cc2)C=C(C(=O)OC)C1c1ccc(O)c(OC)c1	?	-89%	1%
CC(C)OC(=O)CSc1nnc(-c2ccco2)n1N	-1%	-3%	2%
Cc1cc(Br)c(NC(=O)CSc2n[nH]c(N)n2)c(Br)c1	nt	0%	0%
COc1ccc(C(=O)CCc2ccccc2O)c(OC)c1	-1%	?	nt
Cc1cccc(C(=O)NNc2ncnc3c2cnn3-c2ccc(C)c(Cl)c2)c1	nt	0%	10%
Cc1cccc(NS(=O)(=O)c2cc(NC(=O)CC(=O)c3ccc([N+](=O)[O-])cc3)ccc2C)c1	-5%	nt	5%
COc1ccc(NC(=O)Nc2cccc([N+](=O)[O-])c2)cc1Cl	12%	9.2µM*	2%
O=C(CSc1nnc2c(Cl)cc(C(F)(F)F)cn12)NCc1ccc(F)cc1	5%	-23%	-3%

For convenience, some entries already given:
SMILES	N370S GC	TDP1 cell noCPT	TDP1 inh
COc1ccc(NC(=O)Nc2cccc([N+](=O)[O-])c2)cc1Cl	12%	9.2µM*	2%
O=C(CSc1nnc2c(Cl)cc(C(F)(F)F)cn12)NCc1ccc(F)cc1	5%	-23%	-3%

Later entries:
SMILES	N370S GC	TDP1 cell noCPT	TDP1 inh
COc1ccc(C(=O)/C=C/c2ccc(O)cc2)c(O)c1CC=C(C)C	2%	?	4%
Cn1ccc(NC(=O)c2ccc([N+](=O)[O-])cc2)n1	nt	-11%	1%
Cc1cc2c(c(SCC(=O)Nc3ccc(C)c(C)c3)n1)C(=O)OC2	-3%	-13%	0%
CC1(C)Cc2ccccc2C2=NNC(=O)C2=N1	6%	10µM*	0%
O=C(NNC(=O)C12CC3CC(CC(Cl)(C3)C1)C2)c1ccncc1	1%	0%	-21%
O=C(O)CC1(CC(=O)NCc2ccc(C(F)(F)F)cc2)CCCCC1	3%	-6%	-3%
CC(C)COC(=O)/C(C#N)=C/c1cn(Cc2ccccc2)c2ccccc12	12%	-18%	3%
CC1=C/C(=N\N=C2\NC(=O)C(CC(=O)Nc3ccccc3F)S2)CC(C)(C)C1 (stereo not given)	2%	-29%	10%
CN(C(=O)COC(=O)CNC(=O)c1sc2ccccc2c1Cl)C1CCS(=O)(=O)C1 (stereo not given)	nt	16%	-2%
Cc1cc(C)n(-c2nc3ccccc3s2)n1	8%	32%[activator]	-3%
COc1ccccc1-c1ccc2ncnc(NC3CC3)c2c1	-9%	?	nt
COc1ccc(S(=O)(=O)N2CCCCCC2)cc1C(=O)N(C)CC(=O)Nc1ccccc1Br	-6%	9.2µM*	nt
Cc1cccc(NC(=S)NNC(=S)NCc2ccccc2)c1	10%[12.8 µM]	3%	10%
Cc1cc(C(=O)Nc2cccc(C)c2C)c2ccccc2n1	-1%	?	nt
O=C(CCn1cccn1)Nc1ccc2c(c1)OCCO2	3%	-17%	4%
O=C(NC(=S)Nc1sc2c(c1C(=O)O)CCCC2)c1ccccc1	-6%	-4%	nt
CCOC(=O)c1cccc(NC(=O)CC2C(=O)N(c3ccc(C)cc3)C(=O)N2Cc2cccc(OC)c2)c1 (stereo not given)	nt	?	8%
CSc1nnc(Nc2ccccc2C)s1	nt	-19%	-1%
Cn1c(SCC(=O)O)nnc1-c1cccc(NC(=O)c2cccc3ccccc23)c1	0%	10%	7%
CCOc1ccccc1C(=O)OCC(=O)Nc1cc(Cl)ccc1Oc1ccccc1	3%	?	-2%
CCN(CC)S(=O)(=O)c1cccc(C(=O)OCC(=O)NCCN2C(=O)CSC2=O)c1	nt	-6%	0%
COc1ccccc1C(=O)Nc1ccc(-c2cc(C(F)(F)F)nn2-c2ccccc2)cc1	nt	5.2µM*	-7%
